FECH inh = inhibitors of human ferrochelatase; P22830; actives 3.3% (n = 20,000); calls only at 10 µM (by protocol); purified FECH, Ni-mesoporphyrin absorbance 550 nm; AID 1671448;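 active means enzyme reaction rate more than 3 SD below the solvent-only control wells on the same plate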;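 further: lower slope than DMSO wells means FECH inhibition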
Calls only; i = inactive. An excerpt, so the mix of outcomes need not match the whole.

SMILES | FECH inh
OCCCNc1nc(Nc2ccc(F)cc2)c2cnn(-c3ccccc3)c2n1 | i
CCCNC(=O)C1CCC(Cn2c(=O)c3sccc3n(CC(=O)NCc3ccccc3)c2=O)CC1 (stereo not drawn) | i

From PubChem BioAssay
